AmpC no deterg – qHTS Inhibitors of AmpC Beta-Lactamase (assay without detergent). Potency, µM (titrated, usually from 57.1 µM), inactives show at the highest dose activity change, negative = inhibition, most hits filed as inhibitors. 330,000 compounds, 0.52% hits. AmpC nitrocefin hydrolysis, absorbance 480 nm, 0.0001% Triton. AID 485341, 2010. P00811;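 further: potency means the concentration at half of the fitted maximal effect; plate controls were no compound for no effect and no enzyme for full effect; nearly all actives have a fitted effect of over 20% in size; some results filed as inactive show a strong effect at the top dose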
Target sequence (P00811 whole entry, looked up): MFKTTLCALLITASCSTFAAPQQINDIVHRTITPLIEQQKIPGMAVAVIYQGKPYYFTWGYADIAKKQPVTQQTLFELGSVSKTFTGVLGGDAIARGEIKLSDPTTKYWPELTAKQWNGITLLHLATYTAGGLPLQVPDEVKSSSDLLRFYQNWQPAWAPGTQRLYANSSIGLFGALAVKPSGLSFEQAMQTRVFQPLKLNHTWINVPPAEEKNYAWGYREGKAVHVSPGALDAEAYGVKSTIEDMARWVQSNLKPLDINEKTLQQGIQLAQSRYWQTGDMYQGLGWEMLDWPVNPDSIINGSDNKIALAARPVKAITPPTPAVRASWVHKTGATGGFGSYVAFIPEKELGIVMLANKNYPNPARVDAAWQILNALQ
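20 mM phosphate pH 7.0 + 0.01% (detergent screen) or 0.0001% Triton X-100; 5.3 nM AmpC reagent; cpd preinc 15 min RT; nitrocefin (800 uM stock) to start; A480 q20 s × 4 min; Activity was normalised to no-enzyme and no-compound control wells.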
Sm TGR inh – qHTS Assay for the Inhibitors of Schistosoma Mansoni Peroxiredoxins; Schistosoma mansoni thioredoxin glutathione reductase (TGR), Q962Y6; purified TGR, DTNB reduction, TNB absorbance 405 nm; Potency, µM (highest dose often 114 µM), for inactives: top-dose activity change, negative = inhibition, hits mostly inhibitors; 360,000 compounds, 3% hits; further: potency means the concentration at half of the fitted maximal effect; nearly all actives have a fitted effect of over 60% in size
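First, TGR (20 nM dispensed) and NADPH were mixed with compound. Second, a 15 min room-temperature incubation followed. Third, further NADPH and then DTNB were added to start the reaction. Finally, TNB absorbance was monitored kinetically.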
HCMV inh – qHTS Assay for inhibitors of the human cytomegalovirus (HCMV) | activity change, negative = inhibition, % at 57.5 µM | 410,000 compounds, 4.5% hits | HFF cells, HCMV-luciferase reporter, 72 h; active compounds read low; in the data active means activity change below about -60%; inconclusive means no clear call, values can overlap the other calls; inactive means above about -39%
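Two-dose cell screen: HFF monolayers treated with compounds and infected with luciferase-expressing HCMV at 1 PFU/cell, 72 h at 37C, then lysed for luciferase measurement.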
AMA1 RON2 block – qHTS for Inhibitors of AMA1-RON; Towards Development of Antimalarial Drug Lead: Primary Screen | Plasmodium falciparum AMA1 (3D7) - RON2 peptide interaction | AlphaScreen AMA1-biotinylated RON2 peptide binding | Potency, µM (doses to about 58.2 µM), for inactives: top-dose activity change, negative = inhibition, hits mostly inhibitors | 360,000 compounds, 0.2% hits;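 further: potency means the concentration at half of the fitted maximal effect; 0% = vehicle wells and -100% = peptide control; nearly all actives have a fitted effect of over 45% in size; some results filed as inactive show a strong effect at the top dose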
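AMA1 (3D7) with his tag at 25 nM final met compounds first, then biotinylated RON2 peptide at 25 nM; detection used donor plus acceptor beads, 10 µg/mL apiece, read by AlphaScreen after 30 min at room temperature.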
AmpC inh detg – qHTS Inhibitors of AmpC Beta-Lactamase (assay with detergent). AmpC hydrolysis of nitrocefin, absorbance 480 nm, 0.01% Triton. Potency, µM (top dose mostly 114 µM), for inactives: at the highest dose activity change, negative = inhibition, usual class: inhibitors. 370,000 compounds, 0.041% hits. AID 485294, 2010;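 further: potency means the concentration at half of the fitted maximal effect; 0% = no-compound wells and -100% = no-enzyme wells; nearly all actives have a fitted effect of over 25% in size; some results filed as inactive show a strong effect at the top dose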
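20 mM phosphate pH 7.0 + 0.01% (detergent screen) or 0.0001% Triton X-100; 5.3 nM AmpC reagent; cpd preinc 15 min RT; nitrocefin (800 uM stock) to start; A480 q20 s × 4 min; Activity was normalised to no-enzyme and no-compound control wells.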
Giardia FBPA inh – qHTS Assay for Inhibitors of Fructose-1,6-bisphosphate Aldolase from Giardia Lamblia; A8B2U2; purified Giardia FBPA; Potency, µM (titrated, usually from 59.6 µM), for inactives: at the highest dose activity, negative = inhibition, usual class: inhibitors; 290,000 compounds, 0.71% hits; AID 2451, 2010; further: potency means the concentration at half of the fitted maximal effect; nearly all actives have a fitted effect of over 55% in size
Target sequence (A8B2U2 whole entry, looked up): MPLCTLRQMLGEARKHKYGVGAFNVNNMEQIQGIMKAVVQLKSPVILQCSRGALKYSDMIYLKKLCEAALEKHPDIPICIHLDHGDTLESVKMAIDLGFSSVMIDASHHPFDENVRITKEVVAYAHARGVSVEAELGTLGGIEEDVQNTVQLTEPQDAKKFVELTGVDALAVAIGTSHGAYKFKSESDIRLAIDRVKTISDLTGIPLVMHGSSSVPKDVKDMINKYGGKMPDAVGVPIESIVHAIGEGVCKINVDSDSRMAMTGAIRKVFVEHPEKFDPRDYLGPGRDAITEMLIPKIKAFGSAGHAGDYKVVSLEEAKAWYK
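Giardia FBPA (40 nM reagent) was preincubated 10 min at RT with compound (up to 57.5 uM final), then substrate plus GAPDH/TPI/NAD/arsenate coupling system with diaphorase/resazurin was added; resorufin fluorescence (525/598 nm) was read after 20 min.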
Numbers without * were called inactive; ? = inconclusive; nt = no result given; & = joins results of further samples; ! = a repeat was not active; [ ] = dose if it differs, or a comment. Unless noted, the call rests on the fitted dose curve; in most records, active means well fitted curve in the direction sought with a large enough effect; inconclusive means small, poorly fitted or top-dose-only effect, or another doubt; inactive means no such curve, though single readings can be large; an effect the other way counts as inactive or inconclusive. Unless noted, on the % scale 0 is the no-effect control and ±100 the full control effect.

Order of results: HCMV inh, AMA1 RON2 block, AmpC no deterg, Sm TGR inh, AmpC inh detg, Giardia FBPA inh
> COc1cccc(NC(=O)CN(C)C(=O)c2cc3c(s2)CCC(C)C3)c1 (stereo not drawn)
  22, 43%[activator], -18%, -19%, -6%, nt
> Cc1sc2ncn(CC(=O)N3CCN(c4ccc(Cl)cc4)CC3)c(=O)c2c1S(=O)(=O)N1CCN(c2ncccn2)CC1
  -18, nt, nt, -1%, 9%, nt
> Cc1ccc(S(=O)(=O)C(CNC(=O)c2ccc(F)c(F)c2)c2ccco2)cc1 (stereo not drawn)
  -15, nt, nt, -25%, -1%, nt
> O=C(Cn1nc(-c2ccccc2)c2ccccc2c1=O)NCC1CCCO1 (stereo not drawn)
  -38, 13%, 1%, ?, -11%, 6%
> COc1ccc(NC(=O)C(=O)NCCN2CCN(C(=O)c3ccco3)CC2)cc1
  -8, -1%, 7%, -11%, 0%, -1%
> Cc1ccccc1C(=O)Nc1nnc(SCC(=O)NCc2ccco2)s1
  83, 7%, -28%, ?, 3%, nt
> O=C(/C=C/c1cn(CC(O)CN2CCCCCC2)c2ccccc12)c1ccc(Br)cc1 (stereo not drawn)
  -24, nt, nt, -28%, 24%, nt
> Oc1c(C(c2ccco2)N2CCOCC2)sc2ncnn12 (stereo not drawn)
  -19, -1%, -9%, ?, 1%, ?
> O=C(N/N=C/c1ccc(Cl)c(Cl)c1)c1ccc2nc[nH]c2c1
  -66*, -4%, -38%, 8%, 0%, nt
> Cc1ccc(C(=O)CSc2nc(C)cc(C)c2C(=O)Nc2cccc(C)c2)cc1
  14, nt, nt, 2%, ?, nt
> N#CCSc1n[nH]c2nc3c(c(=O)n12)C1(CCCCC1)Cc1ccccc1-3
  ?, 48%[activator], -43%, 9%, -4%, -2%
> COC(=O)[C@]1(C)N[C@H](c2ccc(-c3cccc(Cl)c3)cc2)[C@@H]2C(=O)N(C)C(=O)[C@@H]21
  -31, -13%, 28%, nt, nt, nt
> CC1CCN(C(=O)CSc2nnc(-c3cccnc3)n2C2CCCCC2)CC1
  nt, 1%, 7%, 7%, -10%, -1%
> CCCCOC(=O)Cn1c(-c2ccccc2)nc2ccccc2c1=O
  -76*, 41%[activator], 0%, 14%, ?, 2%
> NS(=O)(=O)c1ccc(NC(=O)CCC(=O)c2cccs2)cc1
  19, 12%, -18%, -13%, -4%, 5%
> COc1cccc2sc(N(CCCN(C)C)C(=O)c3sc4ccccc4c3Cl)nc12
  ?, -27%, 141%[activator], -6%, -1%, -2%
> c1ccc(Cc2nnc3sc(-c4ccc5c(c4)OCCO5)nn23)cc1
  61, 5%, -28%, 6%, ?, 7%
> CCN(CC)S(=O)(=O)c1ccc(Nc2ccc(-c3ccc4c(c3)OCCO4)nn2)cc1
  -3, -6%, -7%, -23%, 3%, 0%
> O=C(COC(=O)c1cccnc1)Nc1ccccc1
  10, 0%, -8%, -6%, -5%, 0%
> Cc1ccc2c(c1)C1CC(C)(O2)N(c2cccc(C(=O)NCc3ccccn3)c2)C(=O)N1 (stereo not drawn)
  -16, 1%, 53%, 36%, -11%, nt
> CCOCCCNC(=S)N(Cc1ccccc1)Cc1nc2ccccc2c(=O)[nH]1
  -31, 21%, ?, 1%, -9%, -12%
> CCOc1cc(C(=O)N/N=C/C2CC=CCC2)cc(OCC)c1OCC (stereo not drawn)
  -10, 27%, -15%, 3%, 4%, 1%
> CCn1c2ccccc2c2cc(N=C3SC(CC(=O)Nc4ccccc4OC)C(=O)N3C)ccc21 (stereo not drawn)
  47, 15%, -3%, -1%, 2%, -2%
> O=C(N/N=C/c1cccnc1)c1cc(-c2ccccc2)nc2ccccc12
  2, 5%, 1%, -14%, -13%, -3%
> C=CCNC(=O)CSc1nnc(-c2ccccc2Br)n1-c1cccc(C(F)(F)F)c1
  -31, 20%, 120%[activator], -18%, 2%, ?
> CCOC(=O)CC(=O)NC1(Cc2ccc(O)cc2)CCCCC1
  20, -5%, -9%, 2%, -3%, -1%
> O=C(/C=C/c1ccco1)N/C(=C\c1ccccc1)C(=O)NCCc1nc2ccccc2[nH]1
  -25, -7%, -30%, 50µM*, -5%, 5%
> CC(=O)c1ccc(S(=O)(=O)Nc2ccc3c(c2)OCO3)cc1
  -21, 0%, -23%, nt, nt, nt
> COc1cccc(OC)c1C(=O)Nc1ccc(Cc2ccncc2)cc1
  -14, 23%, -20%, -11%, -7%, 7%
> CC(C)Cc1ccc(/C=C/C(=O)N2CCCCC2)cc1
  84, 8%, 39%, 1%, 4%, -6%
> COc1ccc(-c2nc(CS(=O)(=O)CC(=O)NCCc3cc(OC)ccc3OC)c(C)o2)cc1
  -71*, -8%, 22%, -9%, -12%, 0%
> CCn1nc(NS(=O)(=O)c2ccc([N+](=O)[O-])cc2)c2cc3cc(C)ccc3nc21
  3, -2%, -31%, 3%, -1%, nt
> Cc1c(CC(=O)NCC(=O)O)c(=O)oc2cc3c(cc12)CCC(C)(C)O3
  19, -18%, -13%, -6%, 0%, 9%
> CCCn1cnc2c(c1=O)c1nc3ccccc3nc1n2Cc1ccccc1OC
  nt, nt, -8%, 0%, 3%, 3%
> COc1ccc2sc(NC(=O)c3ccco3)nc2c1
  ?, -3%, -18%, 2%, -9%, -6%
> Cc1ccc(Cn2c(C)c(CNCC(C)c3ccccc3)c(C(=O)O)c2C)cc1 (stereo not drawn)
  -18, nt, nt, -2%, 1%, nt
> CCCCC(CC(C)O)c1n[nH]c(=S)n1-c1ccccc1 (stereo not drawn)
  -22, 19%, -13%, -17%, -15%, -21%
> Cc1ccc(/C=c2\s/c(=C(/C#N)C(=O)N3CCCC3)n(Cc3ccco3)c2=O)s1
  -6, -13%, -33%, 5µM*, 0%, -11%
> Cc1ccc(N=C(NOC(=O)c2ccccc2)c2nonc2N)c(C)c1
  -32, -4%, -56%, 12%, ?, -3%
> O=C(CCOc1ccccc1)Nc1ccccc1[N+](=O)[O-]
  54, -12%, -21%, ?, -7%, -2%
> CCN(CC)CCCN=Cc1c(-c2ccccc2)[nH]n(-c2nc3ccccc3s2)c1=O
  -6, -8%, 56%, -16%, -2%, 12%
> Cc1ccccc1C(=O)N1CCN(S(=O)(=O)c2cccs2)CC1
  81, 10%, 1%, 0%, -4%, nt
> CCc1ccc(S(=O)(=O)N2CCN(Cc3ccco3)CC2)cc1
  -26, -9%, 35%[activator], -7%, -2%, 2%
> CN(C(=O)C(C)(C)C)c1ccc(OCC(=O)N2CCc3ccccc3C2)cc1
  -82*, -9%, 52%, 2%, 6%, nt
> O=S(=O)(/C=C/c1ccccc1)N1CCN(c2cccc(Cl)c2)CC1
  -21, 0%, -29%, 7%, -1%, 4%
> Cc1nn(CC(=O)N2CCOCC2)c(=O)c2c1sc1ccccc12
  -18, -11%, -7%, 0%, -3%, nt
> O=C(Nc1ccc(F)cc1)c1ccc2ncsc2c1
  87, 14%, -20%, 10%, 2%, -8%
> Cc1ccc(N2CCN(S(=O)(=O)c3cc(Br)cc4c3N(C(=O)C3CC3)CC4)CC2C)cc1 (stereo not drawn)
  3, nt, nt, -32%, 6%, nt
> O=C(O)C1CCCCC1C(=O)N1CCCC1 (stereo not drawn)
  -10, -13%, -16%, -10%, 7%, -2%
> CCOC(=O)N1CCN(S(=O)(=O)c2ccc3c4c(cccc24)C(=O)N3)CC1
  -32, 12%, 46%, 2%, 0%, nt

3 successive compounds already listed, for reference:
Order of results: HCMV inh, AMA1 RON2 block, AmpC no deterg, Sm TGR inh, AmpC inh detg, Giardia FBPA inh
> Cc1ccc(N2CCN(S(=O)(=O)c3cc(Br)cc4c3N(C(=O)C3CC3)CC4)CC2C)cc1 (stereo not drawn)
  3, nt, nt, -32%, 6%, nt
> O=C(O)C1CCCCC1C(=O)N1CCCC1 (stereo not drawn)
  -10, -13%, -16%, -10%, 7%, -2%
> CCOC(=O)N1CCN(S(=O)(=O)c2ccc3c4c(cccc24)C(=O)N3)CC1
  -32, 12%, 46%, 2%, 0%, nt

Going on with the list:
Order of results: HCMV inh, AMA1 RON2 block, AmpC no deterg, Sm TGR inh, AmpC inh detg, Giardia FBPA inh
> CC1CN(C(=O)CCC(=O)NC(C)c2ccccc2)c2cc(Cl)ccc2O1 (stereo not drawn)
  -12, -7%, 124%[activator], 9%, -5%, -7%
> Cc1cc(NC(=O)CSCC(=O)N(c2ccc(F)cc2)C(C(=O)NC2CCCCC2)c2ccc(O)c(O)c2)no1 (stereo not drawn)
  -7, -3%[11.6 µM], -12%, -2%, 1%, ?
> CCOC(=O)/C(C#N)=C/c1ccc(OC)c(OC)c1
  -7, -11%, -11%, 6%, ?, -10%
> Cc1c(Cl)cccc1NC(=O)CNS(=O)(=O)c1cccs1
  -11, nt, nt, 1%, 6%, nt
> CN(C)CCN(C(=O)c1cc(Cl)sc1Cl)c1nc2ccc(F)cc2s1
  46, -16%, -2%, -8%, -3%, -10%
> COc1ccc(/C=N/NC(=O)c2ccc(Br)cc2)cc1CN1CCOCC1
  0, 0%, 23%, 20%, -5%, 3%
> CCCCc1cc(=O)oc2cc(OCC(=O)N3CCc4ccccc43)ccc12
  51, 0%, -13%, -13%, 0%, 6%
> CCCc1nn2c(C)c(-c3ccccc3)nc2s1
  74, nt, nt, 5%, 22%, nt
> COc1ccc(C2Cc3ccccc3C(=O)O2)cc1 (stereo not drawn)
  -17, 28%, -13%, 6%, ?, 0%
> CCC(C)(C)NC(=O)C(OC(=O)c1ccco1)c1ccccc1OC (stereo not drawn)
  16, -12%, -1%, 3%, 6%, 4%
> O=C(NCCc1cccc(Cl)c1)c1cc([N+](=O)[O-])ccc1Cl
  16, 0%, -35%, -14%, -11%, -2%
> CCOCCn1c(C(C)C)nc2ccccc21
  -12, 4%, 1%, 6%, 3%, 0%
> CCOC(=O)c1c(C)n(-c2ccccc2)c2ccc(OC(=O)c3cccc(C)c3)cc12
  -5, nt, nt, 1%, 2%, nt
> Cc1nc2cc(NC(=O)c3ccc(N4C(=O)CCC4=O)cc3)ccc2s1
  -8, -2%, -1%, 1%, ?, 1%
> O=C(NCCc1ccccc1)c1ccc(CS(=O)Cc2ccc(Cl)cc2)o1 (stereo not drawn)
  0&-1, 0%, 52%, 35µM*!, 2%&16%, 5%
> Cc1csc(SCC(=O)NC2CCCC2)n1
  -31, 12%, -7%, 1%, -5%, nt
> O=C(CCC1CCN(C(=O)c2cc(C(F)(F)F)ccc2Cl)CC1)NC1CC1
  -37, 14%, 3%, ?, -2%, 2%
> O=C(COc1ccc(Br)cc1)NCCCn1ccnc1
  ?, 9%, -2%, -10%, -9%, -14%
> CN1/C(=C\C(=O)CSc2nnc(NCc3ccccc3)s2)C(C)(C)c2ccccc21
  ?, -13%, -35%, -7%, -10%, -4%
> CC(=O)N1c2ccc(S(=O)(=O)N3CCCC3)cc2CC1C(=O)NCc1ccccc1F (stereo not drawn)
  -13, -8%, 16%, -3%, 3%, nt
